Compound activity deposited in PubChem by several laboratories.
zVAD death inh = inhibitors of zVAD-triggered necroptosis, primary screen, L929 cells; L929 zVAD necroptosis rescue, ATP luminescence, 24 h; with zVAD 60 µM; viability rescue, % at 10 µM; 220,000 tested, 0.38% active;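 active = activation, scaled between plate controls, above about 75%, limit read from the data; inactive = activation under that limit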;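 note: 0% = zVAD with DMSO and 100% = DMSO alone without zVAD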
FXIIa inh = human FXIIa protease inhibitors, primary screen, biochemical, 1536-well; purified FXIIa, Boc-QGR-AMC fluorogenic substrate, 2 h; inhibition, % at 5 µM; 220,000 tested, 0.3% active; AID 800, 2007; in the data active = inhibition above about 40%;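 note: 0% = enzyme with no compound and 100% = blank without enzyme; many of its hits are not listed in these tables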
Hck Nef HTS = inhibitors of Nef-activated human Hck kinase, primary screen, biochemical, Z-Lyte FRET, 384-well, Hck-YEEI; Tyrosine-protein kinase HCK (Homo sapiens), P08631; inhibition, % at 20 µM; Recombinant Hck-YEEI plus Nef, Z-Lyte FRET kinase assay; 220,000 tested, 0.68% active; AID 463187, 2010;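 active = Hck-Nef kinase inhibition above about 50%, limit read from the data; inactive = inhibition below that limit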;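 note: 0% = DMSO with Hck plus Nef and 100% = Hck alone without Nef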
Target sequence (P08631 whole entry, looked up): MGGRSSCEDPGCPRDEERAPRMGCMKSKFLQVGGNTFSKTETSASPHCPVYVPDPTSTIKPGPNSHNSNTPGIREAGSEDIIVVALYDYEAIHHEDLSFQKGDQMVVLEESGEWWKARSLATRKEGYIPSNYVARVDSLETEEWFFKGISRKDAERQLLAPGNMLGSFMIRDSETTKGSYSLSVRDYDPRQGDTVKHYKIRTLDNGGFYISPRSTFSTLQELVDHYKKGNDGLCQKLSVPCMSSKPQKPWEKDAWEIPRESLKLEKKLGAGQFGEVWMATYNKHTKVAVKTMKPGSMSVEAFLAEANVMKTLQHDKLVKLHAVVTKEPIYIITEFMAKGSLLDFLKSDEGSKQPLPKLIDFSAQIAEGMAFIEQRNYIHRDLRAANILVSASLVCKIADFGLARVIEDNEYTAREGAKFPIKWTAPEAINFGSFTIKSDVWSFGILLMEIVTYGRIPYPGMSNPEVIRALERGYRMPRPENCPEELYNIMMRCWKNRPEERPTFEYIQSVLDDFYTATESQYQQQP
Thrombin inh = human alpha-thrombin inhibitors, primary screen, counter-screen for coagulation protease inhibitor project, biochemical, 1536-well, fluorogenic AMC substrate; inhibition, % at 5 µM; Prothrombin (Homo sapiens), P00734; Boc-VPR-AMC fluorogenic substrate cleavage; AID 1046, 2008; 220,000 tested, 0.26% active;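 active = inhibition at or above 40%; inactive = inhibition below 40%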;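 note: 0% = enzyme with no compound and 100% = wells without enzyme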
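Assay system: human alpha-thrombin enzyme. Reagent: Boc-VPR-AMC substrate, 15 µM final. Compound dosing: one concentration per compound, 5 µM, with 0.2% DMSO. Incubation: room-temperature reaction. Technique: AMC fluorescence, 355/460 nm. Measure: % inhibition relative to enzyme controls and enzyme-free blanks.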
hK5 inh = human KLK5 protease inhibitors, primary screen, biochemical, 1536-well | 210,000 tested, 0.59% active | recombinant hK5, fluorogenic AMC substrate cleavage | inhibition, % at 5 µM | Kallikrein-5 (Homo sapiens), Q9Y337;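 active = inhibition of 40% or more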;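 note: 0% = enzyme controls without compound and 100% = no-enzyme blanks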
Rad51 HR inh = human RAD51 strand exchange inhibitors, primary screen, biochemical, fluorescence; DNA repair protein RAD51 homolog 1 (Homo sapiens), Q06609; hRad51 DNA strand exchange, fluorescence dequenching; inhibition, % at 10 µM; 200,000 tested, 0.085% active;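 active = inhibition above 40% at the single screening dose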;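 note: 0% = DMSO control wells and 100% = blanks with heterologous ssDNA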
Target sequence (Q06609 whole entry, looked up): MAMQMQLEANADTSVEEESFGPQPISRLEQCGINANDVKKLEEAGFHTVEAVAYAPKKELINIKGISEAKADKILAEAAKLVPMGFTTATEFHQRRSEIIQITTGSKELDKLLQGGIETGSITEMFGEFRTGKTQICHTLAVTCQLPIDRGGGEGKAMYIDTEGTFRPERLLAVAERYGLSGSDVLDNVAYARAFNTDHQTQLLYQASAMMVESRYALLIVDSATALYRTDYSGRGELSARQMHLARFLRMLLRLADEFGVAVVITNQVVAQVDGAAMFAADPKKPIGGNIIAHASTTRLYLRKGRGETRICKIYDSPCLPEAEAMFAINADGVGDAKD
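Assay system: Human Rad51 nucleoprotein filaments preassembled on unlabelled ssDNA | Reagent: Donor/quencher-labelled 47-bp dsDNA substrate | Doses: One concentration, 10 µM final | Times: 37 °C 15-min filament assembly, 30-min compound preincubation, 15-min exchange | Technique: Fluorescein emission 520 nm, excitation 485 nm | Benchmarks: Plate control and blank wells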
FXIa inh = human FXIa protease inhibitors, primary screen, biochemical, 1536-well; Coagulation factor XI (Homo sapiens), P03951; purified FXIa, Boc-Glu-Ala-Arg-AMC fluorogenic substrate; inhibition, % at 5 µM; 220,000 tested, 0.14% active;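 active = inhibition of at least 40%; inactive = inhibition below 40%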;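 note: fluorescence of freed AMC excited at 355 nm; 0% = enzyme without compound and 100% = no enzyme blank; many of its hits are not listed in these tables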
Cl transport mod = KCC2 cotransporter modulators, thallium flux, primary screen, cell-based, HEK293 KCC2, FluoZin-2 fluorescence, MLSMR; Solute carrier family 12 member 5 (Homo sapiens), Q9H2X9; KCC2 cells, thallium flux FluoZin-2 fluorescence; B-score of Tl+ flux slope (higher = more flux/activation; lower = inhibition) at 10 µM; 190,000 tested, 2.2% active; AID 1456, 2008;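 active = thallium flux slope and its plate-corrected score both differing from the plate sample mean at a set confidence after two filtering rounds, in either direction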;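 note: slope of fluorescence scaled to starting intensity during 10 to 20 s after thallium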
TNF death inh = inhibitors of TNF-alpha triggered necroptosis, primary screen, cell-based, Jurkat FADD-/-, single concentration | Jurkat FADD-/- TNF necroptosis rescue, ATP luminescence, 24 h; 0 = TNF only, 100 = no-TNF cells | activation (protection from cell death), % at 10 µM | 220,000 tested, 0.068% active;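 active = activation, meaning protection from cell death, of at least 50% relative to plate controls; inactive = activation below 50%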;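 note: necroptosis triggered by 40 ng/mL TNF-alpha added together with compound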
* = called active by the depositor; . = not tested or not shown; + = active, no number. The list is partial; count on the stated rates, not on these rows.

Screens in order: zVAD death inh	FXIIa inh	Hck Nef HTS	Thrombin inh	hK5 inh	Rad51 HR inh	FXIa inh	Cl transport mod	TNF death inh
> CCOCCCNC(=O)C(c1ccc(C)cc1)N(Cc1cccs1)C(=O)CNC(C)=O (stereo not drawn)
 : .	14	3	0	-1	.	6	0.27	-0.5
> COc1ccc(CN(C)CCc2ccccn2)c(OC)c1OC
 : 0.4	6	1	-3	8	-3	-7	0.015	0.9
> COc1cc(/C=C2/SC(=S)NC2=O)ccc1OS(=O)(=O)c1ccc(C)cc1
 : 0.2	15	50	-6	-14	-30	5	80*	0.5
> Cc1nnsc1NC(=O)OCC(C)C
 : -0.1	0	-1	-7	-2	-3	0	.	-2.2
> Cn1cccc1/C=C1\SC(=S)N(NC(=O)c2ccc(Cl)cc2)C1=O
 : 0.5	2	3	-4	-14	-28	-4	-0.24	1.7
> CN1CCN(C(=O)c2ccc(COc3ccc(C(C)(C)C)cc3)o2)CC1
 : 0.4	14	-1	-1	5	-6	-4	-0.77	0.3
> O=C(Nc1ccc(S(=O)(=O)Nc2ncccn2)cc1)C1=NN(c2ccccc2)C(=O)CC1
 : 0.7	5	2	-3	2	.	4	-1.1	0.7
> C#CCOCCOCCOCCNc1nc(N2CCOCC2)nc(N2CCN(C(=O)[C@H](C)n3cc(CCCN=C(N)N)nn3)CC2)n1
 : 3.7	8	-7	12	-13	0	1	-0.025	1.6
> COC(=O)c1c(NC(=S)NN2CCOCC2)sc2c1CCCC2
 : -0.5	11	6	4	7	.	3	0.31	0.6
> O=C(O)CC/C(=C\c1cc([N+](=O)[O-])ccc1Cl)c1nc2ccccc2s1
 : -0.1	-1	3	-3	-5	-3	7	-10*	1.6
> CCCc1cc2c(=O)c(-c3nc4ccccc4s3)c(COCC(=O)O)oc2cc1O
 : 12	2	41	-6	-2	-15	-6	0.024	1.6
> CSc1c2c(nc3ncnn13)CCC2
 : 1.3	11	-4	-9	-18	3	0	0.89	0.3
> COc1ccc2[nH]c(C(=O)O)c(NC(=O)c3ccccc3[N+](=O)[O-])c2c1
 : 1.4	-1	1	-3	-1	6	-2	0.34	1.3
> Clc1cccc(Cl)c1Cn1cnc2c(NCc3ccco3)ncnc21
 : 0.0	-6	9	14	61*	2	3	-1.7	-3.4
> O=C(CCc1nc2ccccc2[nH]c1=O)OCC(=O)c1cccc2ccccc12
 : -0.7	-10	0	-4	-8	2	3	-0.036	-2.3
> COc1ccc(/C=N/Nc2nc(-c3ccc(C)cc3)c(NC(C)=O)s2)cc1OC
 : 2.9	10	99*	-3	6	.	6	-1.2	2.7
> CCCCN1C2CCCC1CC(NC(=O)c1ccc(OC)c(OC)c1)C2 (stereo not drawn)
 : 0.3	13	2	-5	-10	-3	-1	0.48	-0.1
> NC(=O)c1c(C(F)(F)F)cc(-c2ccccc2)nc1NCCO
 : -0.1	11	8	4	7	2	4	-0.2	-0.7
> COc1cccc(C(=O)NCCSc2c(C)[nH]c3ccccc23)c1OC
 : 1.3	6	24	-3	1	3	-1	-3	1.4
> Cc1cc(-c2nnc(SCC(=O)Nc3ccc(C(F)(F)F)cc3)n2C)no1
 : 1.6	0	-13	-7	35	-10	-9	-0.76	2.0

Screens in order: zVAD death inh	FXIIa inh	Hck Nef HTS	Thrombin inh	hK5 inh	Rad51 HR inh	FXIa inh	Cl transport mod	TNF death inh
> COC(=O)c1ccccc1NC(=O)c1ccc(COc2ccc(C)c(C)c2)o1
 : 0.8	18	0	3	5	2	4	-0.0027	0.3
> COc1ccc(NCc2nnc(SCC(=O)Nc3ccccc3)n2C)cc1
 : -0.9	14	0	-1	.	.	3	-0.043	0.0
> CC(=O)c1cccc(NC(=S)NC(=O)c2ccc(C)cc2Cl)c1
 : 1.2	3	24	-6	-4	4	-3	21*	1.2
> CCN(CC)Cc1c(O)c(Cl)cc2c(C)cc(=O)oc12
 : 2.2	-33	+	-54	-36	-5	-28	1.4	0.7
> O=C(Cc1ccccc1Cl)Nc1cccc(S(=O)(=O)N2CCOCC2)c1
 : 0.8	-2	4	-6	-9	1	-4	-0.0066	-0.9
> COc1ccc(C(=O)NCc2cccnc2)cc1OC
 : -0.2	19	0	-5	0	.	19	.	1.5
> O=C(Cn1c(=O)oc2ccccc21)N1CCCCC1
 : 0.5	6	5	3	-12	-1	8	.	0.3
> C=C(C)CNC(=S)N/N=C/C1=CCC2CC1C2(C)C (stereo not drawn)
 : 2.2	2	3	-5	-8	0	2	1.3	0.4
> Cc1ccc(SC(=O)c2c(C)noc2-c2cc(C)on2)cc1
 : 3.2	4	19	1	1	15	2	0.16	-24
> COc1ccc(CN(C)CC(=O)c2c(N)n(Cc3ccccc3)c(=O)n(C)c2=O)c(OC)c1
 : -0.5	17	1	3	1	-4	2	2.3	0.9
> CCOC(=O)C1/C(=N\O)CC(C)(O)C(C(=O)OCC)C1c1ccc(N(C)C)cc1 (stereo not drawn)
 : 0.0	11	1	-7	-16	-9	-1	1.6	-1.1
> Cc1cc(OCC(=O)NCc2cccnc2)ccc1[N+](=O)[O-]
 : 2.3	2	12	-7	0	-2	-3	2.3	0.5
> Cc1ccc(S(=O)(=O)Nc2nc(C)c(C(=O)Nc3ccccc3)s2)cc1
 : 2.1	4	0	-10	-13	9	-6	1.8	2.3
> Cc1ccc(C2NC(=O)NC3=C2CCc2ccccc23)cc1 (stereo not drawn)
 : 1.4	16	0	1	-14	-1	15	.	-3.4
> C=C(C)CSc1[nH]c(=O)cc(C)c1C#N
 : 9.7	12	22	-4	2	0	0	-1.2	-1.5
> COc1cc(C(C(=O)NC2CCCCC2)N(C(=O)Cc2c[nH]c3ccccc23)c2ccc(C)cc2)cc(OC)c1OC (stereo not drawn)
 : 0.8	20	6	1	-22	-8	22	-0.28	0.7
> COC(=O)C1CCN(C2=C(NS(=O)(=O)c3ccc(Cl)cc3)C(=O)c3ccccc3C2=O)CC1
 : 0.3	6	7	-8	3	.	2	0.017	-7.8
> O=C(c1ccc(Cn2cc(Cl)c([N+](=O)[O-])n2)cc1)N1CCN(Cc2ccccc2)CC1
 : 1.6	4	7	-9	-7	-7	-2	0.48	1.0
> CNC(=O)NC(=O)CSc1ccc(NC(C)=O)cc1
 : -0.2	-3	1	-3	0	-1	4	0.43	-2.0
> Cc1c(C=N)c(O)n(C)c(=O)c1C#N
 : 0.2	0	40	-8	-2	-5	-3	0.0017	1.2

Complete entries, quoted from the list. Screens in order: zVAD death inh, FXIIa inh, Hck Nef HTS, Thrombin inh, hK5 inh, Rad51 HR inh, FXIa inh, Cl transport mod, TNF death inh
CCOC(=O)C1/C(=N\O)CC(C)(O)C(C(=O)OCC)C1c1ccc(N(C)C)cc1 (stereo not drawn) as listed: 0.0, 11, 1, -7, -16, -9, -1, 1.6, -1.1
O=C(Cc1ccccc1Cl)Nc1cccc(S(=O)(=O)N2CCOCC2)c1 as listed: 0.8, -2, 4, -6, -9, 1, -4, -0.0066, -0.9
COC(=O)C1CCN(C2=C(NS(=O)(=O)c3ccc(Cl)cc3)C(=O)c3ccccc3C2=O)CC1 as listed: 0.3, 6, 7, -8, 3, ., 2, 0.017, -7.8
CCN(CC)Cc1c(O)c(Cl)cc2c(C)cc(=O)oc12 as listed: 2.2, -33, +, -54, -36, -5, -28, 1.4, 0.7

(next part)
Screens in order: zVAD death inh	FXIIa inh	Hck Nef HTS	Thrombin inh	hK5 inh	Rad51 HR inh	FXIa inh	Cl transport mod	TNF death inh
> Cc1oc(C(C)(C)C)cc1C(N)=O
 : 0.6	4	-2	-3	2	-20	-2	0.2	0.1
> Cc1ccccc1N/C(SCc1cccc(Br)c1)=C(/C#N)C(N)=O
 : 0.8	14	4	-3	-2	-6	7	-0.068	1.5
> Cc1ccc(NC(=O)CSc2nc(CSc3ccc(C)cc3)cc(=O)[nH]2)cc1
 : 1.0	11	3	1	.	.	4	-1.4	-0.3
> C=C(C)Cn1c(Sc2nnc(C)s2)nc2c1c(=O)[nH]c(=O)n2C
 : 0.5	13	0	5	-13	-2	6	.	-3.5
> Cc1ccccc1CN1C[C@@H]2C[C@@H](c3ccc4nsnc4c3)N3CCC[C@@]23C1=O
 : 0.8	11	-12	-2	-5	.	3	.	0.2
> O=[N+]([O-])c1ccc(N2CCNCC2)c(S(=O)(=O)N2CCOCC2)c1
 : -0.8	14	6	-1	-13	.	8	0.88	0.7
> COc1ccccc1NS(=O)(=O)c1cccc(C(=O)N/N=C2\CC(=O)CC(C)(C)C2)c1
 : 0.2	-2	1	-10	-30	.	-3	0.81	2.1
> O=C(COC(=O)CCN1C(=O)/C(=C\C=C\c2ccccc2)SC1=S)Nc1cc(F)ccc1F
 : -1.2	5	126*	-1	4	.	2	.	0.3
> CCOC(=O)Cn1c(=O)oc2cc(S(=O)(=O)Nc3cccc(C)c3)ccc21
 : 0.5	2	1	-6	-4	-3	-4	-0.71	-1.3
> CCOC(=O)/C=C/C(=O)N1CCc2ccccc21
 : 0.4	6	0	0	-11	-3	1	-0.48	-5.1
> COc1cc(NS(=O)(=O)c2ccc(NC(=O)C34CC5CC(CC(C5)C3)C4)cc2)ncn1
 : -0.3	2	-1	-7	18	-3	-5	0.074	0.1
> CC(C)(C)S(=O)(=O)/C(C#N)=N/Nc1ccc(C#N)cc1
 : 34	4	18	4	-4	0	-2	-0.26	1.0
> N#CCCn1cc(C(=O)N2CCOCC2)c(-c2ccc3c(c2)OCCO3)n1
 : 2.7	4	3	4	-26	4	-3	0.28	0.3
> CCOC(=O)c1c(C)[nH]c(N=Nc2cc(C(=O)O)cc(C(=O)O)c2)c1C
 : 0.3	10	-12	0	7	29	1	0.76	4.8
